Bioassay records deposited in PubChem by several laboratories.
HTR1E antagonist: 5-HT1E receptor antagonists, primary screen, cell-based, HTS. 5-hydroxytryptamine receptor 1E (Homo sapiens), P28566. CHO 5-HT1E Ga15 NFAT-bla reporter, FRET, antagonist. inhibition, % at 6 µM. hit rate 0.99% among 65,000;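 active = inhibition above a set limit, the mean inhibition across every tested compound plus 3 SD, cut at about 29% in these data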;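 also: signal is the 460 over 535 nm emission ratio of beta-lactamase substrate; 0% = agonist plus DMSO wells and 100% = wells without agonist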
5HT1E ag: 5-HT1E receptor agonists, primary screen, cell-based, HTS. CHO 5-HT1E Ga15 NFAT-bla reporter, FRET; 0% DMSO wells, 100% control agonist wells. activation, % at 6 µM. hit rate 0.69% among 65,000;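 active = activation above a set limit, the screen-wide mean activation plus 3 SD, cut at about 8.5% in these data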;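 also: 100% = positive control agonist at 1 µM giving full maximal response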
S1P3 agonist: human S1P3 receptor agonists, primary screen, cell-based, primary and confirmation, NFAT-BLA reporter | Sphingosine 1-phosphate receptor 3 (Homo sapiens), Q99500 | S1P3 NFAT-BLA reporter cells, agonism, FRET ratio; relative to 1 µM S1P, basal subtracted | activation, % at 4.5 µM | hit rate 0.1% among 60,000;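 active = activation above the screen-wide mean plus 3 SD, cut at about 4.5% in these data, passing the limit was not always enough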; also: some compounds called inactive have numbers as strong as hits
Target sequence (Q99500 whole entry, looked up): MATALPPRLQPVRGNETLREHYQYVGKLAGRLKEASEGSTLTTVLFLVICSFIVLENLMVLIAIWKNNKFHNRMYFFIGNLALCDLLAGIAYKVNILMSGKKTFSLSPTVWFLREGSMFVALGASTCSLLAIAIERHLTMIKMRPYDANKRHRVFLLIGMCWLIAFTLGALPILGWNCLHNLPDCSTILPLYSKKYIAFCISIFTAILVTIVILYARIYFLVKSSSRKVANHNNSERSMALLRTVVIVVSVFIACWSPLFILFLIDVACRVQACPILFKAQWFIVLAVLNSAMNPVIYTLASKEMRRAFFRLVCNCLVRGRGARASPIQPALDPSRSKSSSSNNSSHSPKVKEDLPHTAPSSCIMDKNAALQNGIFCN
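Assay system: CHO cells stably expressing human S1P3, Gα16 and NFAT-β-lactamase reporter. Timing: overnight plating, 4 h compound 37 °C, 2 h substrate RT. Signal: β-lactamase FRET emission ratio 460/535 nm. Measure: percent activation versus median 1 µM S1P response, basal-subtracted, per plate. Repeats: primary screen single test, confirmation screen in triplicate.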
5-HT1A blocker: human 5-HT1a receptor antagonists, primary screen, cell-based, CHO, Ga15 NFAT-bla reporter. 5-hydroxytryptamine receptor 1A (Homo sapiens), P08908. CHO 5-HT1a Ga15 NFAT-bla reporter, antagonist mode. inhibition, % at 10 µM. hit rate 0.68% among 62,000. AID 612, 2007;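 active = inhibition above the mean of all tested compounds plus 3 SD, cut at about 43% in these data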;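 also: receptor stimulated by 5-CT agonist at 100 nM near EC80; beta-lactamase reporter measured by ratiometric fluorescence of a cleavable substrate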
tolC growth inh: growth inhibitors of E. coli tolC mutant, primary screen, strain BW25113 ΔtolC::kan, 384-well | OD615 | growth inhibition, % at 10 µM (by protocol) | hit rate 2.2% among 65,000 | AID 573, 2007;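 active = growth inhibition at or above a cutoff equal to the mean over every tested compound plus 3 SD, cut at about 60% in these data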;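 also: growth measured after 20 h incubation at 37 °C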
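Material: E. coli BW25113 ΔtolC::kan, tolC deletion mutant strain. Measure: percent growth inhibition. Schedule: 37 °C, 20 h exposure. Doses: single-point testing at 10 µM. Signal: A615 absorbance measurement. Buffer or medium: kanamycin-containing LB broth (50 µg/mL).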
SF1 activator: activators of human SF-1, primary screen, cell-based, CHO-K1, Gal4-SF-1 LBD, luciferase luminescence | activation, % at 10 µM | CHO-K1 Gal4-SF-1 LBD luciferase reporter; % increase over DMSO SF-1-specific signal | hit rate 1.9% among 65,000 | Steroidogenic factor 1 (Homo sapiens), Q13285;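 active = activation above the mean activation of all tested compounds plus 3 SD, cut at about 50% in these data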
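material = CHO-K1 cells with Gal4–hSF-1 LBD chimera plus Gal4-driven luciferase | compound = 10 µM single point, 1% DMSO | incubation = 20 h compound exposure at 37 °C after 1 h cell settling | measured by = SteadyLite luciferase luminescence | evaluation = percent activation relative to DMSO median and mock-transfected background | control set = DMSO negative control and −SF1 background wells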
RORa activator: activators of orphan receptor RORA, primary screen, cell-based, luminescence. activation, % at 10 µM. hit rate 1.5% among 65,000. Nuclear receptor ROR-alpha (Homo sapiens), P35398. CHO-K1 Gal4-RORA LBD luciferase reporter; percent increase over mock-subtracted basal signal;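 active = activation above the mean of all tested compounds plus 3 SD, cut at about 49% in these data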;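 also: 0% = DMSO-treated RORA cells and 100% = added signal equal to DMSO minus mock-transfected cells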
Target sequence (P35398 whole entry, looked up, the tested form may be a part): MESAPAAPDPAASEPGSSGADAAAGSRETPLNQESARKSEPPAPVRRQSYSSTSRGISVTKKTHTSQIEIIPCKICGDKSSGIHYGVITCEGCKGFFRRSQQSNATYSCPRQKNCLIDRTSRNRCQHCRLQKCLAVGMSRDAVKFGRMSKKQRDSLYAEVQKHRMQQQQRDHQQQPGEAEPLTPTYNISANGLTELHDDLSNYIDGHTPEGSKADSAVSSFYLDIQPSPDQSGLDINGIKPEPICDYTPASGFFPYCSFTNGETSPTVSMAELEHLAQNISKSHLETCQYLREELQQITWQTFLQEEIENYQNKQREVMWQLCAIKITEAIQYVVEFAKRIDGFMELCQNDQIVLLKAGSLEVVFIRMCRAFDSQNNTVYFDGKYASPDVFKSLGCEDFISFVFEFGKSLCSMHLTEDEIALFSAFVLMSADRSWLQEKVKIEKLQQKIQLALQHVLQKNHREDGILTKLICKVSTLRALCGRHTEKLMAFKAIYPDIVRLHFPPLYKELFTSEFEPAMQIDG
AP ELISA ortho: alternative complement pathway inhibitors, primary screen, biochemical, ELISA, human serum, orthogonally pooled compounds. hit rate 0.08% among 62,000. inhibition, % at 5 µM. LPS-coated ELISA, C3 deposition; tested in compound mixtures;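 active = inhibition above 30% in each of the two pooled mixtures holding the compound, so the lower value exceeds 30%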;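 also: 0% = serum in Mg-EGTA without compound and 100% = EDTA serum blank; some compounds past the cut are filed as inactive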
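Test system – human serum alternative complement pathway, C3 deposition on LPS-coated wells · Buffer or medium – diluted human serum in Mg2+-EGTA GVB++ · Compound dosing – 5 µM each compound, pools of ten, 50 µM per pool · Schedule – 1 h serum-compound exposure at 37 °C · Measured by – Anti-C3 ELISA, OD 450 nm · Read-out basis – percent inhibition of C3 deposition onto LPS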
S1P1 ag-PAM: S1P1 agonists and agonism potentiators, primary screen, cell-based, primary and confirmation screens, CRE-bla reporter; activation, % at 9.5 µM; Sphingosine 1-phosphate receptor 1 (Homo sapiens), P21453; S1P1 CRE-bla cells, forskolin, beta-lactamase FRET, potentiator mode; S1P1 agonist co-added at EC20, 2 nM; 100% = saturating reference agonist, 0% = basal; hit rate 0.57% among 56,000;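 active = activation above a cutoff set at the mean activation of all tested compounds plus 3 SD, cut at about 54% in these data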;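 also: forskolin at 4 µM as EC80 and the EC20 agonist is SEW2871; 100% = SEW2871 at its EC100 plus forskolin at EC80; some compounds past the cut are filed as inactive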
Starred values were filed as active, the others as inactive; · = no result given. Random draw from the library. About 7.1% of those tested had a hit in this group.

item	canonical_smiles	HTR1E antagonist	5HT1E ag	S1P3 agonist	5-HT1A blocker	tolC growth inh
1	CCOc1ccc(N2CC(C(=O)OC)CC2=O)cc1 (centres undefined)	1	-0.4	-1.1	2	-18
2	O=C(CN1C2CCC1CC(NC(=O)Nc1ccccc1)C2)NCc1ccco1 (centres undefined)	-2	-0.4	·	-4	-10
3	COc1ccc(OC)c(C2C(C(N)=O)=C(C)Nc3nc(CCCO)nn32)c1 (centres undefined)	2	0.6	0.0	4	-19
4	CC(C)n1c(-c2ccco2)csc1=Nc1cccnc1	7	-0.9	3.1	15	16
5	COc1ccc2[nH]c(=S)[nH]c2c1	-1	1.6	-0.5	-6	-17
6	Cc1cc2c(c(=O)o1)C(C13C=CC(CC1)C3)C(C#N)=C(N)O2 (centres undefined)	5	-0.7	-1.4	15	8
7	CC12CCC(C(=O)NCCCN3CCOCC3)(OC1=O)C2(C)C (centres undefined)	-12	-1.3	-3.4	·	9
8	O=C(CCc1nc(-c2ccccc2)no1)NCc1ccco1	-1	0.0	-0.4	12	2

item	SF1 activator	RORa activator	AP ELISA ortho	S1P1 ag-PAM
1	-2	7	-4	·
2	2	-11	15	·
3	-2	-9	15	-5
4	4	-28	-5	27
5	5	-11	14	-17
6	-11	18	1	4
7	-7	-10	·	-7
8	-18	-15	3	-14

Following part
item	canonical_smiles	HTR1E antagonist	5HT1E ag	S1P3 agonist	5-HT1A blocker	tolC growth inh
9	CCCCn1c(=O)n(C)c(=O)c2c(C(F)(F)F)cc(-c3ccncc3)nc21	-2	0.5	1.1	25	9
10	O=C(Nc1ccc2c(c1)OCO2)c1cncc(Br)c1	13	-0.9	-2.0	·	0
11	COc1ccc(S(=O)(=O)NCCSCc2cccs2)cc1	-2	-0.1	0.2	4	4
12	Cc1ccc(-n2c(C)cc(C(=O)COC(=O)c3c(C)noc3C)c2C)cc1	0	0.1	-0.1	-6	82*
13	COc1ccc(C(=O)NCc2cn3ccsc3n2)cc1OC	-2	1.3	-0.5	1	-6
14	CNc1nc(C)nc(-c2ccccc2O)n1	3	1.5	0.1	2	-2
15	COc1ccc(C(=O)Nc2cc3c(cc2C#N)OCO3)cc1S(=O)(=O)N1CCN(C)CC1	0	-0.1	-0.3	10	-13
16	CCOc1ccc2nc(NC(=O)CSC3=NCCS3)sc2c1	0	-0.8	-1.4	0	-5

item	SF1 activator	RORa activator	AP ELISA ortho	S1P1 ag-PAM
9	-11	6	3	-29
10	53*	14	3	6
11	3	-19	22	-1
12	79*	2	3	62*
13	-7	-12	16	-8
14	35	14	15	-38
15	1	4	13	-22
16	-2	27	10	44

Going on with the list:
item	canonical_smiles	HTR1E antagonist	5HT1E ag	S1P3 agonist	5-HT1A blocker	tolC growth inh
17	O=C(O)CC(NS(=O)(=O)c1ccc(Br)cc1)c1ccco1 (centres undefined)	12	-1.2	·	5	-8
18	Cc1c(C(=O)O)oc2ccc(S(=O)(=O)N3CCC(C)CC3)cc12	7	0.8	-0.3	5	-2
19	COC(=O)C(CC(=O)Nc1cc(C)ccc1C)Nc1ccccc1OC (centres undefined)	-3	-0.3	0.4	3	-3
20	Cc1ccc(NC(=O)c2cc(-c3cccc(O)c3)on2)cc1C	-13	0.1	0.7	8	7
21	CCOc1ccc(C(=O)Nc2cc(OC)ccc2OC)cc1	-6	-0.2	-0.4	7	2
22	Cc1ncc([N+](=O)[O-])n1CCO	-4	0.3	1.0	·	10
23	COc1cc(C2NC(=O)NC(C)=C2C(=O)OC(C)(C)C)ccc1OCC(N)=O (centres undefined)	7	-0.7	-0.9	-2	0
24	Cc1oc2c(CN3CCCC3)c(O)ccc2c(=O)c1Oc1ccccc1Br	-10	0.7	-0.9	4	-16

item	SF1 activator	RORa activator	AP ELISA ortho	S1P1 ag-PAM
17	-5	-9	12	·
18	2	-7	3	-9
19	-5	0	-5	6
20	15	-2	14	-7
21	-13	-2	1	-16
22	-6	11	6	2
23	-10	-9	-8	-9
24	-6	3	14	4

The listing continues:
item	canonical_smiles	HTR1E antagonist	5HT1E ag	S1P3 agonist	5-HT1A blocker	tolC growth inh
25	CC(C)(C)n1ncc2c(=O)n(CC(=O)NC3CCCCC3)cnc21	-10	0.4	0.5	-22	-4
26	O=C(CCNc1ccc(Cl)c(C(F)(F)F)c1)c1ccco1	12	0.2	-1.1	13	57
27	Cc1cc(=O)oc2ccc(OC(=O)c3cccc(S(=O)(=O)N4CCOCC4)c3)cc12	3	0.3	-0.2	-2	1
28	COCCn1c(=O)[nH]c2cc(C(=O)NCCN3CCN(c4cccc(Cl)c4)CC3)ccc2c1=O	8	1.8	·	23	1
29	CC(=O)O[C@H]1C[C@@H]2CC[C@@H]3[C@H](CC[C@@]4(C)[C@H]3C[C@H]([N+]3(C)CCCCC3)[C@@H]4OC(C)=O)[C@@]2(C)C[C@@H]1[N+]1(C)CCCCC1	4	-0.1	-3.1	·	13
30	CCOC(=O)COc1ccc(S(=O)(=O)NCCC2=CCCCC2)cc1	-4	0.1	-0.5	12	8
31	COc1ccc(C)cc1NC(=O)CSc1nnc(-c2ccccn2)n1Cc1ccco1	-8	-0.1	·	8	24
32	O=C(NCc1ccccc1)c1cccc(NC(=O)c2ccco2)c1	6	-0.2	·	1	9

item	SF1 activator	RORa activator	AP ELISA ortho	S1P1 ag-PAM
25	68*	24	27	-7
26	-20	-13	5	16
27	8	1	1	·
28	-5	-14	3	·
29	-12	-18	7	-8
30	4	-6	0	0
31	11	10	1	·
32	12	-10	8	·

Ordered by formula weight (highest first): some entries from above.
item	canonical_smiles	HTR1E antagonist	5HT1E ag	S1P3 agonist	5-HT1A blocker	tolC growth inh
29	CC(=O)O[C@H]1C[C@@H]2CC[C@@H]3[C@H](CC[C@@]4(C)[C@H]3C[C@H]([N+]3(C)CCCCC3)[C@@H]4OC(C)=O)[C@@]2(C)C[C@@H]1[N+]1(C)CCCCC1	4	-0.1	-3.1	·	13
28	COCCn1c(=O)[nH]c2cc(C(=O)NCCN3CCN(c4cccc(Cl)c4)CC3)ccc2c1=O	8	1.8	·	23	1
24	Cc1oc2c(CN3CCCC3)c(O)ccc2c(=O)c1Oc1ccccc1Br	-10	0.7	-0.9	4	-16
27	Cc1cc(=O)oc2ccc(OC(=O)c3cccc(S(=O)(=O)N4CCOCC4)c3)cc12	3	0.3	-0.2	-2	1
23	COc1cc(C2NC(=O)NC(C)=C2C(=O)OC(C)(C)C)ccc1OCC(N)=O (centres undefined)	7	-0.7	-0.9	-2	0
30	CCOC(=O)COc1ccc(S(=O)(=O)NCCC2=CCCCC2)cc1	-4	0.1	-0.5	12	8
25	CC(C)(C)n1ncc2c(=O)n(CC(=O)NC3CCCCC3)cnc21	-10	0.4	0.5	-22	-4
26	O=C(CCNc1ccc(Cl)c(C(F)(F)F)c1)c1ccco1	12	0.2	-1.1	13	57
21	CCOc1ccc(C(=O)Nc2cc(OC)ccc2OC)cc1	-6	-0.2	-0.4	7	2

item	SF1 activator	RORa activator	AP ELISA ortho	S1P1 ag-PAM
29	-12	-18	7	-8
28	-5	-14	3	·
24	-6	3	14	4
27	8	1	1	·
23	-10	-9	-8	-9
30	4	-6	0	0
25	68*	24	27	-7
26	-20	-13	5	16
21	-13	-2	1	-16

More entries:
item	canonical_smiles	HTR1E antagonist	5HT1E ag	S1P3 agonist	5-HT1A blocker	tolC growth inh
33	COC(=O)[C@H](CCSC)NC(=O)N1CCN(c2cccc(C(F)(F)F)c2)CC1	5	1.7	-0.2	-7	0
34	CCN(CC)CCCN1C(=O)C(O)=C(C(=O)c2sc(C)nc2C)C1c1ccc(C)o1 (centres undefined)	2	1.5	-0.2	-4	-15
35	O=C(Cn1c(C(=O)N2CCN(C3CCCCC3)CC2)cc2sccc21)c1ccccc1	3	0.4	-1.7	20	20
36	O=C1CC(c2cccs2)Sc2nc3ccccc3n21 (centres undefined)	-6	5.1	-1.3	16	-24
37	CC(C)COc1cc(=O)[nH]c(SCC(C)C)n1	5	0.2	0.0	-6	12
38	Cc1cccc(C(=O)Nc2cc(=O)n(C)c(=O)n2C)c1	-11	0.4	1.2	-4	-6
39	NC(=O)N1c2ccccc2C=Cc2ccccc21	-2	-0.9	-0.5	·	11
40	CCN(CC)C(=O)c1cn(C)c(=O)c2cc(OC)c(OC)cc12	5	0.6	·	-3	5

item	SF1 activator	RORa activator	AP ELISA ortho	S1P1 ag-PAM
33	-1	3	2	-13
34	4	-1	-8	2
35	-9	-2	-16	7
36	80*	23	0	·
37	2	6	12	-31
38	4	-14	6	-11
39	-3	-28	23	-19
40	0	-11	11	·

Going on with the list.
item	canonical_smiles	HTR1E antagonist	5HT1E ag	S1P3 agonist	5-HT1A blocker	tolC growth inh
41	C1CCC(c2nn3c(-c4n[nH]c5c4CCC5)nnc3s2)CC1	16	0.5	0.2	-11	39
42	CCOCC(=O)Nc1nnc(SCCOC)s1	-1	-1.4	0.4	-12	-17
43	CCC(=O)c1ccc(OCC(=O)O)cc1	-2	-0.3	0.0	-10	-4
44	CCNC(=O)c1c(C)nc2ccccn12	21	-0.2	-1.4	-8	-8
45	COc1ccc(C2C3=C(CCCC3=O)Nc3nc4ccccc4n32)c(OC)c1OC (centres undefined)	-8	1.6	0.4	-15	21
46	CCOC(=O)c1[nH]c2ccc(OC)cc2c1NC(=O)OC	-9	0.2	0.2	5	-36

item	SF1 activator	RORa activator	AP ELISA ortho	S1P1 ag-PAM
41	-8	7	11	-54
42	-2	-4	-1	-24
43	4	5	-8	-3
44	-11	4	8	-17
45	1	2	5	-39
46	-20	-1	17	-6
